Screens from PubChem.
miR-122 sensor – blocks miR-122 activity in Huh7 sensor cells. 0.3% of 340,000 active. activation (reporter increase), % at 12.5 µM. AID 602342. Huh7 miR-122 Renilla luciferase sensor, 48 h; neutral wells = 0, positive control = 100;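 active means mean replicate activation score at least 90 and every replicate individually at or above 90; inconclusive means only one of the two criteria met; inactive means neither criterion met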;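 further: higher luciferase means less miR-122 activity so hits act as miR-122 inhibitors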
PGC1a acetyl inh – modulators of PGC1a acetylation; AID 651687; 0.17% of 350,000 active; U2OS PGC1a acetylation, AlphaScreen anti-acetyl-lysine; with virally co-expressed GCN5 acetyltransferase; inhibition, % at 15.6 µM;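 active means every replicate shows inhibition of at least 40%; inconclusive means mean inhibition at least 40% but some replicate below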;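 further: 0% = neutral control wells and 100% = positive control wells; some results beyond the cut were filed as inactive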
Cneo AK release – causes C. neoformans cell lysis | 0.2% of 360,000 active | adenylate kinase release luminescence, 4 h; normalised: neutral wells 0, clomiphene wells 100 | lysis activity, % at 15 µM;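 active means mean lysis activity across replicates of at least 80%, whatever share of replicates individually reach that level; inactive means mean lysis activity below 80%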
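Test system: log-phase Cryptococcus neoformans yeast cells; Quantity: yeast cell density of 5 × 10^6 cells/mL; Buffer or medium: YPD; Doses: single compound concentration per well; Timing: 4 h at 37 °C static, read 1 h later; Measured by: AK luminescence; Read-out basis: lysis from increased AK signal; Control set: Clomiphene as positive control.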
* = called active by the depositor; ? = inconclusive.

SMILES,miR-122 sensor,PGC1a acetyl inh,Cneo AK release
CC(C)(C)c1ccc(C(=O)NCCC(=O)NCc2ccco2)cc1,-6,-15,0
CN1CCN(c2nc3nonc3nc2N2CCN(C)CC2)CC1,3,-5,-2
C/C=C/c1ccc(OCCCn2cncn2)c(OC)c1,1,22,-9
COc1ccc(NC(=O)c2cc(S(=O)(=O)N3CCCCC3)ccc2N2CCCCC2)cn1,16,-5,0
CCOC(=O)CSc1ncnc2c1cnn2-c1ccc(Cl)cc1,55,16,-1
Cc1ccc2[nH]c(=O)c(CN(Cc3ccc4c(c3)OCO4)Cc3nnnn3Cc3ccco3)cc2c1,-2,0,-1
C=CCn1c(SCC(=O)Nc2ccc(N(C)C)cc2)nnc1-c1cccc(C)c1,-9,-7,5
c1ccc2c(-c3nc(C4CCCCC4)no3)cc(-c3ccncc3)nc2c1,-6,14,0
CCCSc1nc(O)c(C2OC(=O)c3c2ccc(OC)c3OC)c(=O)n1-c1ccccc1 (stereo not drawn),-2,-1,-4
Cn1cc(C(=O)Nc2cccc(F)c2)cn1,-8,5,-3
COc1ccccc1N(CC(=O)NC1CCCCC1)S(C)(=O)=O,-2,-8,0
Cc1ccc(N2C(=O)[C@@H]3[C@H](C2=O)[C@H]2C=CC=NN2[C@@H]3C(=O)Nc2ccc(Cl)cc2)cc1,1,-1,1
CCN(CC)CCNC(=O)c1ccc2c(c1)ncn2C1CCCCC1,-1,-1,3
CCS(=O)(=O)Nc1ccc(-c2nnc(SCC(=O)OC)o2)cc1,-9,3,3
C#CC[N+](C)(C)C(C#Cc1ccccc1)CC=C (stereo not drawn),-7,-2,-1
Nc1cc(N)nc(SCC(=O)Nc2ccc(Br)cc2Cl)n1,0,11,-1
O=C(NCc1ccco1)c1cnc2n(c1=O)CCS2,-1,-2,-1
O=C(CN1CCCC1)N/N=C/c1ccc(-c2cccc(Cl)c2)o1,-6,4,-1
Clc1ccccc1-c1cc(COc2ccc3ccccc3c2)no1,-2,-1,-1
CN=C1CC(SC)=C1c1ccc(C)cc1,2,-8,1
Cc1ccc(C(O)c2nc3ccccc3n2C(C)C)cc1 (stereo not drawn),3,2,2
Cc1nc2ccccc2c(=O)n1NC(=O)Cc1ccc(Br)cc1,-1,-4,0
CC1CCCN(C/C(O)=C(\C#N)c2nc3ccccc3[nH]2)C1 (stereo not drawn),-7,3,5
Fc1cc2nc(-c3ccncc3)[nH]c2cc1F,-2,3,-1
N/C(=N\OC(=O)C(c1ccccc1)c1ccccc1)c1ccccn1,3,-8,-2
Cc1ccc(C)c(NC(=S)NC2CC3CCCC(C2)N3CC(C)C)c1 (stereo not drawn),2,7,-1
c1ccc(-c2nnc(Cn3c4ccccc4c4nc5ccccc5nc43)o2)cc1,-1,45,6
Cc1ccc(CN2C(=O)CSc3ccc(C(=O)NCCN4CCOCC4)cc32)cc1,4,4,2
COC(=O)C(Cc1ccc(OC(=O)c2ccc(C(F)(F)F)cc2)cc1)N1Cc2ccccc2C1=O (stereo not drawn),1,0,2
Cc1ccc(-c2nnn(CC(=O)N(CC(=O)NC3CCCCC3)c3cnc4ccccc4c3)n2)o1,0,8,-2

Complete entries, looked up by structure. Order of screens: miR-122 sensor, PGC1a acetyl inh, Cneo AK release
Cc1ccc(C)c(NC(=S)NC2CC3CCCC(C2)N3CC(C)C)c1 (stereo not drawn) across the screens: 2, 7, -1
Cc1nc2ccccc2c(=O)n1NC(=O)Cc1ccc(Br)cc1 across the screens: -1, -4, 0

(listing goes on)
SMILES,miR-122 sensor,PGC1a acetyl inh,Cneo AK release
Cc1ccc(C(O)CN2C3=NCCN3c3ccccc32)cc1 (stereo not drawn),-5,2,1
COc1ccc(-c2cc(C(=O)Nc3sc4c(c3C#N)CCCC4)c3ccccc3n2)cc1OC,2,15,3
CC1(C)CC(=O)c2cnc(NCc3ccco3)nc2C1,4,4,-1
COc1ccc(S(=O)(=O)NC(C(C)C)C(C)C)cc1OC,-1,13,3
COCCN1C(=O)c2ccccc2C(C(=O)NCc2ccco2)C1c1c[nH]c2ccccc12 (stereo not drawn),2,-1,-1
O=C(CSc1nnc(-c2ccco2)n1-c1ccccc1)NCCc1ccccc1,7,-3,9
CC(C)NC(=O)NC(=O)COc1c(F)c(F)cc(F)c1F,2,-22,7
COc1cccc(CNS(=O)(=O)c2cc(Br)cc3c2N(C(C)=O)C(C)C3)c1 (stereo not drawn),44,1,1
COc1ccc(C)cc1S(=O)(=O)Nc1ccc(F)c(Cl)c1,-20,-20,-6
COc1ccc(NC(=O)/C(Cl)=C(/Cl)S(=O)Cc2ccc(C)cc2)cn1 (stereo not drawn),-30,69*,2
C=CCn1c(N)c(C(=O)Nc2ccccc2)c2nc3ccccc3nc21,12,-53,-1
CCc1nn(C(C)C(=O)NCCc2ccc(OC)c(OC)c2)c(=O)c2cc3occc3n12 (stereo not drawn),-2,11,1
Cc1ccc(C2C3=C(CC(C)(C)CC3=O)Nc3n[nH]c(C)c32)cc1 (stereo not drawn),1,-32,-1
CC(=O)Nc1cccc(N2C(=O)CC(N3CCC(C(=O)N4CCCCC4)CC3)C2=O)c1 (stereo not drawn),-3,-12,0
O=C(Cc1c(F)cccc1Cl)Nc1ccon1,0,-4,4
COc1ccccc1OCCC(=O)OCC(=O)Nc1ncc(Cl)cc1Cl,1,-4,-1
COCCCNC(=O)c1ccccc1NS(C)(=O)=O,1,6,1
Cc1cccnc1NC(=O)c1c(O)c2cccc3c2n(c1=O)CCC3,6,-4,1
Cc1ccc(CN2CCSc3ccc(C(=O)NCC4CCCO4)cc32)cc1 (stereo not drawn),4,7,7
CCC(C)(C)n1nnnc1CN1CCC(O)(c2cccc(C(F)(F)F)c2)CC1,3,0,-5
CC(C)CC(=O)NC(NCC1CCCO1)C(Cl)(Cl)Cl (stereo not drawn),-3,-5,-1
C=CCn1c(-c2ccc(OC)c(OC)c2)cs/c1=N\c1ccccn1,1,18,8
COc1ccc(/C=C2\CCc3ccccc3C2=O)cc1Cn1cccn1,4,3,3
O=C(Cn1c(SCC(=O)N2CCc3ccccc32)nc2ccccc21)NC1CCCC1,-2,4,-2
O=C(c1ccccc1)c1c[nH]c(C(=O)NCCCn2ccnc2)c1,2,2,2
Cc1c(N2C(=O)/C(=C3/C(=O)N(C)c4ccccc43)SC2=S)c(=O)n(-c2ccccc2)n1C,-4,19,0
COc1ccc(C2=NO[C@H]3C[C@](C(=O)NC(C)C)(S(=O)(=O)c4ccccc4)C[C@@H]23)cc1,-3,5,3
COc1ccc(NC(=S)NC(NC(=O)c2cccc3ccccc23)C(Cl)(Cl)Cl)c([N+](=O)[O-])c1 (stereo not drawn),3,14,0
COc1ccc(N=C2S/C(=C\c3ccc(N4CCOCC4)o3)C(=O)N2CCc2c[nH]c3ccccc23)cc1,-24,62*,1
c1ccc2c(Cn3nnc4ccccc43)cccc2c1,7,3,1
Cc1ccc(OCCCC(=O)Nc2ccccc2C(F)(F)F)cc1,-4,-5,3
CCc1cc2cc(C)cc(C)c2nc1SCC(=O)N1CCN(C(=O)c2ccco2)CC1,-1,1,3
CC(C)COc1ccc(C(=O)CCN2CCCCC2)cc1,-12,4,-2
Cc1ccsc1/C=N/n1cnc2sc(C)c(C)c2c1=O,1,4,1
O=C1CC(C(=O)Nc2ccc(C(=O)N3CCOCC3)cc2)C2(CCCCC2)O1 (stereo not drawn),-1,-2,-1
C=C(C)CSc1nc2ncccc2[nH]1,-4,5,0
Cc1cc(C)c(C)c(S(=O)(=O)NCc2ccc(C(=O)N3CCCCC3)cc2)c1C,-1,-24,3
Cc1cccc(C)c1OC(=O)CSc1nnc(-c2ccccc2O)o1,-5,7,2
CCc1noc(C)c1C(=O)N1CC(C)OC(C)C1 (stereo not drawn),0,-7,-1
COC(=O)c1ccc(C)c(NS(=O)(=O)c2ccc3c(c2)OCCO3)c1,39,1,1
COc1ccccc1C(=O)Oc1ccc(N2C(=O)CCC2=O)cc1,1,7,3
CCCn1c2ccccc2c2cnn(CC(=O)N3CCN(C4CCCCC4)CC3)c(=O)c21,-4,-3,0
CCSc1ncc(Cl)c(C(=O)Nc2ccc(S(=O)(=O)Nc3onc(C)c3C)cc2)n1,-8,1,1
COc1ccc(S(=O)(=O)NC(CC(=O)NC2CCCC2)c2ccco2)cc1 (stereo not drawn),7,-24,6
CCCc1[nH]c(=O)c(C#N)c2c1CCCC2,-7,7,-4
O=C(NC1CCCCC1)C(c1ccc(F)cc1)N(Cc1ccco1)C(=O)Cn1nnc2ccccc21 (stereo not drawn),0,-5,10
OCCn1c(CSc2nc3ccccc3n2CCO)nc2ccccc21,-2,2,0
CNC(=O)c1cc2c(=O)n3cc(C)ccc3nc2n(C(C)C)c1=N,-9,7,3
O=C(CNC(=O)c1ccco1)OC(C(=O)c1ccccc1)c1ccccc1 (stereo not drawn),-3,1,8
CCOC(=O)c1cc(C)n(-c2c(C)n(C)n(-c3ccccc3)c2=O)c1C,6,-5,2

The list goes on.
SMILES,miR-122 sensor,PGC1a acetyl inh,Cneo AK release
CCc1cc2c(=O)[nH]c(Cc3ccccc3)nc2s1,-4,-6,0
C=CCN(CC=C)c1nc2ccccc2nc1C(C#N)C(=O)OCCOC (stereo not drawn),-2,4,2
COc1cc(-c2csc(C)n2)ccc1O,6,-5,0
CC(C)NC(=O)Cn1c(SCC(=O)N2CCCc3ccccc32)nc2ccccc21,9,2,0
CCOC(=O)N1CCN(S(=O)(=O)c2c(C)[nH]c(=O)[nH]c2=O)CC1,1,1,1
O=C(CCC(=O)c1ccc(F)cc1)Nc1cc(Cl)cc(Cl)c1,3,-14,-2
Cc1cc(C#N)c2ccccc2n1,7,7,1
COc1cccc(N(C(=O)c2ccco2)C(C(=O)NC2CCCC2)c2cccnc2)c1 (stereo not drawn),-1,-4,-1
CN(C)S(=O)(=O)c1ccc(C(=O)NCCSc2ccccc2)cc1,1,-5,-3
CCOC(=O)c1sc2ncnc(N3CCN(C(=O)OCC)CC3)c2c1C,0,-14,1
O=C(O)c1cc2nc3c(c(C(F)(F)F)n2n1)CCc1ccccc1-3,1,-14,6
Cc1nc(SCC(=O)Nc2ccc(C)c(F)c2)c2oc3ccccc3c2n1,-4,3,3
O=S(=O)(NCCSc1ccc(Cl)cc1)c1ccc(F)cc1,3,?,-2
CN1C(=O)c2ccccc2C(C(=O)NCC2CCCO2)C1c1c[nH]c2ccccc12 (stereo not drawn),-3,1,0
O=C(NCC(c1cccnc1)N1CCN(c2ccc(F)cc2)CC1)C1CCCCC1 (stereo not drawn),16,5,-8
COC(=O)c1[nH]c2cccc(OC)c2c1NC(=O)CCN1CCC(C)CC1,-11,-5,0

Molecules shown so far that have an NH in an aromatic ring, in the order listed:
SMILES,miR-122 sensor,PGC1a acetyl inh,Cneo AK release
Cc1ccc2[nH]c(=O)c(CN(Cc3ccc4c(c3)OCO4)Cc3nnnn3Cc3ccco3)cc2c1,-2,0,-1
CC1CCCN(C/C(O)=C(\C#N)c2nc3ccccc3[nH]2)C1 (stereo not drawn),-7,3,5
Fc1cc2nc(-c3ccncc3)[nH]c2cc1F,-2,3,-1
COCCN1C(=O)c2ccccc2C(C(=O)NCc2ccco2)C1c1c[nH]c2ccccc12 (stereo not drawn),2,-1,-1
Cc1ccc(C2C3=C(CC(C)(C)CC3=O)Nc3n[nH]c(C)c32)cc1 (stereo not drawn),1,-32,-1
O=C(c1ccccc1)c1c[nH]c(C(=O)NCCCn2ccnc2)c1,2,2,2
COc1ccc(N=C2S/C(=C\c3ccc(N4CCOCC4)o3)C(=O)N2CCc2c[nH]c3ccccc23)cc1,-24,62*,1
C=C(C)CSc1nc2ncccc2[nH]1,-4,5,0
CCCc1[nH]c(=O)c(C#N)c2c1CCCC2,-7,7,-4
CCc1cc2c(=O)[nH]c(Cc3ccccc3)nc2s1,-4,-6,0
CCOC(=O)N1CCN(S(=O)(=O)c2c(C)[nH]c(=O)[nH]c2=O)CC1,1,1,1
CN1C(=O)c2ccccc2C(C(=O)NCC2CCCO2)C1c1c[nH]c2ccccc12 (stereo not drawn),-3,1,0
COC(=O)c1[nH]c2cccc(OC)c2c1NC(=O)CCN1CCC(C)CC1,-11,-5,0

The list is partial; the hit share may differ from the screen's.
